# Screening data from PubChem BioAssay.
# BLM helicase inh: Bloom syndrome helicase (human) inhibition; recombinant BLM DNA unwinding, fluorescence dequenching; Potency, µM (titrated, usually from 56.1 µM), without a hit: at the highest dose activity change, negative = inhibition, actives largely listed as inhibitors; actives 0.2% (n = 350,000); AID 2528;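 also: plate controls were vehicle for no effect and no enzyme for full effect; nearly all actives have a fitted effect of over 35% in size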
# Pol eta inh: DNA polymerase eta (human) inhibition | Q9Y253 | recombinant Pol eta, fluorescent DNA replication assay | Potency, µM (highest dose often 114 µM), without a hit: at the top dose activity change, negative = inhibition, usual class: inhibitors | actives 1.2% (n = 390,000) | AID 588591; also: % is scaled to controls: 0 for no effect and ±100 for the full control effect
#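 Pol eta at 10 nM preincubated with compounds 15 min at room temperature; reaction started with fluorescent substrate (50 nM final) and read kinetically at 0 and 10 min.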
# POLK inh: DNA polymerase kappa (human) inhibition; purified Pol kappa, fluorescent DNA synthesis assay, 10 min; Potency, µM (series often up to 107 µM), for inactives: at the top dose activity, negative = inhibition, usual class: inhibitors; actives 0.53% (n = 400,000); also: % is scaled to controls: 0 for no effect and ±100 for the full control effect
#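 50 nM final substrate added after 15 min RT preincubation of 10 nM Pol kappa with compound; fluorescence read at 0 and 10 min.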
# POLB inh: DNA polymerase beta (human) inhibition | P06746 | Pol beta primer extension/strand displacement, fluorescence kinetic | Potency, µM (titrated, usually from 114 µM), for the others: top-dose activity change, negative = inhibition, hits mostly inhibitors | actives 1.3% (n = 340,000) | AID 485314; also: % is scaled to controls: 0 for no effect and ±100 for the full control effect
#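 Enzyme-only controls used 10 nM Pol beta; buffer lacking enzyme served as negative control. Compound preincubated 15 min, then 50 nM substrate added; 0 and 10 min reads at room temperature.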
# APE1 inh: inhibitors of human APE1 endonuclease | P27695 | recombinant APE1, TAMRA/BHQ-2 abasic DNA cleavage fluorescence | Potency, µM (top dose mostly 65.8 µM), inactives show at the highest dose activity change, negative = inhibition, usual class: inhibitors | actives 0.35% (n = 350,000) | AID 2517;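 also: plate controls were vehicle for no effect and reference inhibitor for full effect; nearly all actives have a fitted effect of over 55% in size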
#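 Enzyme (0.75 nM final) and test compound are incubated 15 min at room temperature before adding 50 nM quenched THF abasic-site duplex. Cleavage dequenches TAMRA, followed at 525/598 nm over three reads one minute apart.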
# G9a inh: blocks human histone lysine methyltransferase G9a; Potency, µM (series often up to 102 µM), inactives show top-dose activity, negative = inhibition, most hits filed as inhibitors; Q96KQ7; AID 504332; actives 8.8% (n = 350,000); G9a H3K9 monomethylation, AlphaScreen, 2 h; also: % is scaled to controls: 0 for no effect and ±100 for the full control effect; nearly all actives have a fitted effect of over 75% in size
#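 AlphaScreen detection with an anti-monomethyl H3K9 antibody quantified product after a 2 h room-temperature reaction containing 500 nM biotinylated H3K9 peptide, 20 µM SAM and 20 nM enzyme, which had been preincubated 15 min with compound.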
# POLI inh: inhibitors of human DNA polymerase iota. actives 1% (n = 390,000). AID 588590. Q9UNA4. Pol iota fluorescent replication assay, 10 min. Potency, µM (titrated, usually from 115 µM), inactives show at the highest dose activity, negative = inhibition, most hits filed as inhibitors
#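 Pol iota at 10 nM preincubated 15 min with compounds at room temperature; reaction started with fluorescent substrate, 50 nM final. Fluorescence read kinetically at 0 and 10 min; buffer-only wells as negative control.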
# JMJD2A Tudor: blocks the human JMJD2A Tudor domain; actives 4.4% (n = 390,000); Potency, µM (series often up to 114 µM), without a hit: at the highest dose activity change, negative = inhibition, most hits filed as inhibitors; AlphaScreen JMJD2A-Tudor / H3K4me3 peptide binding; also: % is scaled to controls: 0 for no effect and ±100 for the full control effect; nearly all actives have a fitted effect of over 50% in size
# BAZ2B block: blocks human BAZ2B; AID 504333; AlphaScreen BAZ2B-H3K14Ac peptide displacement; Potency, µM (top dose mostly 114 µM), for the others: at the highest dose activity change, negative = inhibition, most hits filed as inhibitors; actives 4.4% (n = 360,000); also: % is scaled to controls: 0 for no effect and ±100 for the full control effect; nearly all actives have a fitted effect of over 60% in size
# Target sequence (Q9UIF8 whole entry, looked up): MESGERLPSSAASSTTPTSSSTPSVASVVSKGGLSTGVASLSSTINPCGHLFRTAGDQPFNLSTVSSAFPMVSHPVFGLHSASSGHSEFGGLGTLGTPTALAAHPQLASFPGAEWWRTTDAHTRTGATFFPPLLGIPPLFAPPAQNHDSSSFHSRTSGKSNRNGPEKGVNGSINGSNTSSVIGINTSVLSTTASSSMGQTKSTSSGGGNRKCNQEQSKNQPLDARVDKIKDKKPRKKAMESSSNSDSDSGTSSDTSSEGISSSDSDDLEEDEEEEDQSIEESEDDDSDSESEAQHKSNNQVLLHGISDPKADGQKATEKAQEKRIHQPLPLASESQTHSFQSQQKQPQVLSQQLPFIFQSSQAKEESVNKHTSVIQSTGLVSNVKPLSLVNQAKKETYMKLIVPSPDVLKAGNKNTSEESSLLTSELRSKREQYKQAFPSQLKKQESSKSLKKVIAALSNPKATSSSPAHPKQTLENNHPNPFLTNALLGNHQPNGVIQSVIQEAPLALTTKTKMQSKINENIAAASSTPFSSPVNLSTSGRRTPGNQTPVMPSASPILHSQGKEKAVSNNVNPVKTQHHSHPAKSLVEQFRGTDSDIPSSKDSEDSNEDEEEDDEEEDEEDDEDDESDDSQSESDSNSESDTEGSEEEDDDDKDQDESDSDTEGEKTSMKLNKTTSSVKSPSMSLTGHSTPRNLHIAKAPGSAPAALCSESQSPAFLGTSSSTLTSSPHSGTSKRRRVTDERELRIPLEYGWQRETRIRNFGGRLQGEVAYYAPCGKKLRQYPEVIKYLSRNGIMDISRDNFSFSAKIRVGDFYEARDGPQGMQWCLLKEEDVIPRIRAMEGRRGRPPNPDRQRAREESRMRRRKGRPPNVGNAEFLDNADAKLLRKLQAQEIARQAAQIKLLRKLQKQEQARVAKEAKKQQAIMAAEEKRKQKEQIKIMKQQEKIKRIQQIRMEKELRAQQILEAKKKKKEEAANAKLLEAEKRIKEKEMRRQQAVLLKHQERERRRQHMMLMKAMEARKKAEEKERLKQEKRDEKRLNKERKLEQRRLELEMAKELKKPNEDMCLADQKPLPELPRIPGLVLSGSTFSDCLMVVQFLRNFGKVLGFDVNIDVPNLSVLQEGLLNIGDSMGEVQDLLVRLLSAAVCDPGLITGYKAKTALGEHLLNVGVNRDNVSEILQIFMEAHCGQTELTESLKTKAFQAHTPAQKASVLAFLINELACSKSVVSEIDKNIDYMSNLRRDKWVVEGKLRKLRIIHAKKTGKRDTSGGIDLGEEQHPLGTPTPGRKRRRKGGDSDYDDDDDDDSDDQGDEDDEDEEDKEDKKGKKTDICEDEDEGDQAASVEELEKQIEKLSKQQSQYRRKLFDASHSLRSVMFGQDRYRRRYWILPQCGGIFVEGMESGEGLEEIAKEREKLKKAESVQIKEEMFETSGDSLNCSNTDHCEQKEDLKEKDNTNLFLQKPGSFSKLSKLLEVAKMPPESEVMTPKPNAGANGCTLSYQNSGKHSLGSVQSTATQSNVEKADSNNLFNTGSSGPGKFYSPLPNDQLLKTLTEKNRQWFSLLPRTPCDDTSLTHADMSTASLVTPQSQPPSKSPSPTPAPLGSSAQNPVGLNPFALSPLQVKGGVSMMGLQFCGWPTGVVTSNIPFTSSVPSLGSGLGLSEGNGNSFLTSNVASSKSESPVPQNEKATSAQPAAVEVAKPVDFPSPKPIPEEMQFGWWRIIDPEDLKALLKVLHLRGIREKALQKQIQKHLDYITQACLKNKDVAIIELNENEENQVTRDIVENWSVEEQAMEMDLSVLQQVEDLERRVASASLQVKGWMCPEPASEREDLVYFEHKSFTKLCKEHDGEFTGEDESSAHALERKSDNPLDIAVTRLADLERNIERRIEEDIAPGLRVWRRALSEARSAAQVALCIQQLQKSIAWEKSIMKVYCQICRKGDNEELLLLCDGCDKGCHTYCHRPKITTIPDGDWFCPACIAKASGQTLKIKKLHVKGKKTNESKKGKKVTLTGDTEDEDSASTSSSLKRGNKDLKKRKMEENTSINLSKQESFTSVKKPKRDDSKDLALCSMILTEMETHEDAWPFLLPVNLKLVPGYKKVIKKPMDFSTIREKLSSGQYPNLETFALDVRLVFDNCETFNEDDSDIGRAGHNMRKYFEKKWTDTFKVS
#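 AlphaScreen displacement of biotin-H3(5-23)K14Ac peptide (50 nM final) from BAZ2B (50 nM final) in PBS pH 7.4, 0.01% Tween-20; complex preformed 30 min RT, then compounds (top 110 uM) 30 min RT, beads 20 min dark.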
# Active calls of the source: *; ? = inconclusive; . = no result given; & = joins results of further samples; [ ] = another dose, or the depositor's remark. Calls follow the shape of the dose curve; as a rule, active = well fitted curve in the direction sought with a large enough effect; inconclusive = small, poorly fitted or top-dose-only effect, or another doubt; inactive = no such curve, though single readings can be large; an effect the other way counts as inactive or inconclusive. Potency is read from the fitted curve at half-maximal effect. An excerpt. The share of hits here may be higher or lower than overall.
molecule,BLM helicase inh,Pol eta inh,POLK inh,POLB inh,APE1 inh,G9a inh,POLI inh,JMJD2A Tudor,BAZ2B block
O=C(Nc1cc(S(=O)(=O)N2CCCCC2)ccc1N1CCOCC1)c1ccc(C(F)(F)F)cc1,.,-14.8%,-6.4%,.,-1.2%,?,20.5%,-21.5%,4.7%
O=C1CCCN2N=C(SCC(=O)Nc3nc4ccccc4s3)SC2=N1,-5.2%,-17.3%,-21.8%,?,-5.7%,?,-24.3%,-25.5%,?
COc1ccc(NC(=O)c2cc3nc(-c4ccc(C)c(C)c4)cc(C(F)(F)F)n3n2)cc1,-4.9%,1.0%,-36.1%,24.8%,.,-0.1%[59 µM],?,2.1%,8.2%
O=C1C(NS(=O)(=O)c2ccc(Br)cc2)=C(N2CCCCC2)C(=O)c2ccccc21,-8.5%,-14.4%,-24.3%,-10.6%,11.1%,8.91µM*,?,8.91µM*,5.01µM*
Cc1cc(C(=O)NCCC2=CCCCC2)no1,-4.8%,-20.2%,-4.3%,2.3%,-1.1%,-2.1%,11.5%,-2.8%,10.0%
CCOc1cc(NC(=O)C2CC2)c(OCC)cc1NC(=O)c1cc(OC)c(OC)c(OC)c1,-1.7%,-10.4%,1.8%,1.1%,35.8%,-7.9%,20.8%,-15.7%,-20.7%
CCOC(=O)Cn1cnc2sc(C(=O)OC)c(C)c2c1=O,-5.0%,2.0%,9.1%,0.9%,0.8%,-6.2%,55.2%[activator],-2.1%,-5.7%
COC(=O)C1=C(C)NC(C)=C(C(=O)OC)C1C(=O)OC(C)C(=O)c1ccccc1 (configuration not stated),0.6%,-19.8%&4.4%,0.8%&-4.1%,22.7%,14.5%&8.9%,12.7%[12.7 µM],33.8%&30.1%,-4.2%&-16.8%,1.3%&-10.8%
O=C(COc1ccc(S(=O)(=O)N2CCOCC2)cc1)Nc1ccccc1Cl,-1.6%,-7.0%,-15.0%,4.9%,19.4%,14.4%,17.2%,-16.4%,-18.8%
CS(=O)(=O)Cc1nc2ccccc2oc1=O,0.9%,-8.1%,-0.2%,10.4%,-1.7%,39.8µM*,-14.3%,26.4%,-22.4%
O=C(Nc1ccccc1C(=O)OCC(=O)c1c[nH]c2ccccc12)c1ccco1,-7.6%,-19.2%,-9.6%,-1.5%,11.2%,-7.0%[59 µM],121.2%[activator],-13.9%,19.5%
CC1(C)CC(N2CCN(c3ccccc3)CC2)=CC(=[N+]2CCCC2)C1,-0.5%,-3.8%,-3.9%,?,-3.6%,44.7µM*,3.8%,?,4.8%
Cc1ccc(N2CCCC2=O)cc1S(=O)(=O)N1CCOCC1,-1.1%,-6.5%,5.6%,16.8%,22.7%,1.7%,52.8%[activator],-12.9%,-3.8%
COc1cc(CC(=O)OCC(=O)Nc2ccc(N(C)C)cc2)cc(OC)c1OC,.,4.7%,-6.3%,.,-6.0%,.,4.9%,?,.
COc1cccc(CN2CCN(C(=O)c3ccc(-c4ccccc4)cc3)CC2)c1,-1.7%,?,-12.1%,24.8%,13.3%,12.6µM*,80.0%[activator],2.24µM*,50.1µM*
COc1ccc2[nH]cc(CCNc3cc(-c4cccnc4)ncn3)c2c1,2.5%,.,-3.4%[60.1 µM],.,5.3%,8.1%[0.501 µM],.,.,.
COC(=O)C1(C)NC(c2ccccc2OC)C2C(=O)N(c3ccccc3)C(=O)C21 (configuration not stated),-2.1%,9.4%,5.1%,5.9%,40.0%,10.2%,-4.8%,-9.7%,5.6%
CSc1ccc(CN(C)CC(=O)NCCc2ccccc2)cc1,-8.5%,-14.6%,1.5%,-2.7%,-3.7%,2.1%,46.7%[activator],-11.3%,-14.3%
Cc1cc(NC(=O)N(C)CCc2c(C)nn(C)c2C)ccc1Br,1.0%,-9.5%,-8.8%[60.1 µM],9.0%,.,10.3%[59 µM],21.8%,-10.6%,-4.7%
COc1ccc(N2C(=O)CC(Sc3nnc(-c4ccccc4F)n3C)C2=O)cc1 (configuration not stated),-0.1%,-2.4%,-5.9%,-2.8%,-6.3%,11.2µM*,14.0%,-22.1%,-9.4%
COc1ccc(NC(=O)NC2COc3ccccc3C2)c(OC)c1 (configuration not stated),-1.4%,-6.6%,-13.2%[60.1 µM],0.5%,.,11.8%[59 µM],-9.8%,-22.4%,-25.7%
Cc1cc(C)nc(SCc2nnc(SCC(=O)N3CCCc4ccccc43)n2C)n1,-0.3%,-0.8%,-5.3%,5.5%,8.2%,6.8%[59 µM],-7.7%,-11.2%,10.7%
CCOc1ccc(CN(C)C(=O)c2cccc(S(=O)(=O)N3CCCC3)c2)cc1OC,.,1.9%,-2.6%,.,42.8%,-0.2%[12.7 µM],26.4%,-4.1%,7.0%
CCN(CC(=O)NCc1cccs1)C(=O)c1ccc(Cl)c(Cl)c1,.,-10.7%,-6.4%,.,-4.3%,.,-6.8%,-15.0%,.
O=C(O)c1nnn(-c2ccc(F)cc2F)c1-c1ccccc1,-0.5%,-9.3%,-5.3%,0.2%,7.1%,8.1%,65.5%[activator],-21.4%,-4.0%
COC(=O)N/N=C/c1c(C)cc(C)cc1C,0.6%,-22.6%,4.4%,2.0%,-1.0%,7.1%[59 µM],14.0%,-9.0%,13.3%
O=S(=O)(NCCCc1ccccc1)c1ccc(Br)cc1,.,-18.7%,-2.2%,.,.,.,22.7%,103.7%[activator],.
O=C(/C=C/c1ccccc1)NC1CCS(=O)(=O)C1 (configuration not stated),-0.7%,-17.5%,-10.9%,41.3%,2.0%,15.6%[59 µM],-7.4%,0.7%,11.2%
O=C(Nc1ccc(-c2ccc3nncn3n2)cc1)C1CCCCC1,-0.4%,-13.9%,-26.3%,3.2%,8.0%,10.6%,37.4%[activator],-6.3%,9.3%
OC(COc1ccc2c(c1)OCO2)CN1CCc2ccccc2C1 (configuration not stated),-2.0%,-5.0%,0.8%[60.1 µM],16.1%,9.1%,?,5.4%,-32.0%,?
Cc1cccc(C(=O)N2CCc3cc(CNS(=O)(=O)c4ccc(F)c(Cl)c4)ccc32)c1,-1.0%,-4.9%,-2.3%[60.1 µM],-6.8%,.,5.9%[59 µM],14.2%,4.2%,3.9%
COc1ccc(NC(=O)c2cc(-c3ccccc3)on2)cc1,-7.4%,2.6%,-13.5%,33.3%,23.8%,-16.7%[0.501 µM],25.8%,-15.9%,?
O=C(O)C12CC3CC(C1)CC(n1cnc(Cl)n1)(C3)C2,2.9%,-13.9%,-4.7%,0.2%,-2.4%,38.7%[59 µM],12.9%,-9.1%,-8.1%
CC(=O)[C@@H]1[C@@H](C(=O)c2ccc(C)cc2)[C@]2(C(=O)Nc3ccccc32)[C@H]2C=Cc3cc(F)ccc3N12,-6.4%,?,-22.6%,2.4%,-5.3%,?,6.0%,?,?
O=c1[nH]cnc2c1cnn2Cc1ccccc1Cl,0.7%,1.8%,0.1%,29.1%,-11.4%,-11.1%,54.6%[activator],7.2%,5.2%
Cc1oc(CN2CCOCC2)cc1C(=O)O,2.6%,-16.8%,-1.3%,-1.3%,-1.4%,-30.4%,45.0%[activator],-22.4%,-3.6%
O=C(CSc1nc2ccccc2[nH]1)NCC1CCCO1 (configuration not stated),-7.7%,-7.9%,-12.0%,-1.1%,15.7%,31.6µM*,65.4%[activator],-7.1%,-7.7%
CC(C)(Oc1ccc(Cl)cc1)C(=O)OCC(=O)N1CCCC1,-5.6%,-2.7%,-9.6%,81.2%,-2.4%,14.4%[59 µM],0.4%,-14.7%,.
COc1ccccc1CCN1CCCC(CN(C)C(=O)c2ccoc2)C1 (configuration not stated),1.6%,-8.6%,-18.3%,-0.6%,5.8%,2.0%[0.0925 µM],44.5%[activator],-15.2%,-4.6%
CCOC(=O)/C(=C/Nc1ccc(F)cc1)[N+](=O)[O-],-2.6%,-4.5%,-1.7%,7.8%,-0.2%,17.8%[59 µM],?,-3.7%,-3.8%
CN(Cc1ccccc1)C(=O)c1ccccc1NC(=O)c1ccco1,-12.7%,-15.5%,-0.8%,1.0%,0.3%,-18.4%[59 µM],41.8%[activator],-3.4%,9.6%
COc1ccccc1CNc1ccc(-c2nc(-c3cccc(C)c3)no2)cc1[N+](=O)[O-],-1.0%,-8.5%,1.9%,8.8%,.,-14.0%[59 µM],-11.0%,-16.9%,1.3%
COc1cc(/C=C(/C#N)c2nc3ccccc3c(=O)[nH]2)ccc1O,-4.3%,-19.0%,-12.0%,-0.3%,-6.7%,-7.1%[59 µM],14.4%,-11.7%[57.1 µM],-6.3%
Nc1nccnc1C(=O)N/N=C/c1ccco1,2.0%,-6.8%,-17.5%,-24.9%,-2.3%,7.2%,-30.0%,-34.9%,-19.6%

# Looked up by structure from the list above (five):
molecule,BLM helicase inh,Pol eta inh,POLK inh,POLB inh,APE1 inh,G9a inh,POLI inh,JMJD2A Tudor,BAZ2B block
COC(=O)N/N=C/c1c(C)cc(C)cc1C,0.6%,-22.6%,4.4%,2.0%,-1.0%,7.1%[59 µM],14.0%,-9.0%,13.3%
COc1cc(/C=C(/C#N)c2nc3ccccc3c(=O)[nH]2)ccc1O,-4.3%,-19.0%,-12.0%,-0.3%,-6.7%,-7.1%[59 µM],14.4%,-11.7%[57.1 µM],-6.3%
O=C(Nc1ccc(-c2ccc3nncn3n2)cc1)C1CCCCC1,-0.4%,-13.9%,-26.3%,3.2%,8.0%,10.6%,37.4%[activator],-6.3%,9.3%
CC(C)(Oc1ccc(Cl)cc1)C(=O)OCC(=O)N1CCCC1,-5.6%,-2.7%,-9.6%,81.2%,-2.4%,14.4%[59 µM],0.4%,-14.7%,.
COc1ccc(NC(=O)c2cc(-c3ccccc3)on2)cc1,-7.4%,2.6%,-13.5%,33.3%,23.8%,-16.7%[0.501 µM],25.8%,-15.9%,?

# Compound profiles (already shown). Order of screens: BLM helicase inh	Pol eta inh	POLK inh	POLB inh	APE1 inh	G9a inh	POLI inh	JMJD2A Tudor	BAZ2B block
# Profile of Nc1nccnc1C(=O)N/N=C/c1ccco1 = 2.0%	-6.8%	-17.5%	-24.9%	-2.3%	7.2%	-30.0%	-34.9%	-19.6%
# Profile of COc1cc(CC(=O)OCC(=O)Nc2ccc(N(C)C)cc2)cc(OC)c1OC = .	4.7%	-6.3%	.	-6.0%	.	4.9%	?	.
